# PPARg SRC-2 ag = promotes SRC-2 coactivator recruitment by human PPARgamma; PPARgamma LBD-SRC-2 recruitment, biochemical; activation, % at 8 µM; 200,000 compounds, 0.34% hits; in the data active = activation above about 22%;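 also: 0% = vehicle and 100% = reference agonist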
# Target sequence (P37231 whole entry, looked up, the tested form may be a part): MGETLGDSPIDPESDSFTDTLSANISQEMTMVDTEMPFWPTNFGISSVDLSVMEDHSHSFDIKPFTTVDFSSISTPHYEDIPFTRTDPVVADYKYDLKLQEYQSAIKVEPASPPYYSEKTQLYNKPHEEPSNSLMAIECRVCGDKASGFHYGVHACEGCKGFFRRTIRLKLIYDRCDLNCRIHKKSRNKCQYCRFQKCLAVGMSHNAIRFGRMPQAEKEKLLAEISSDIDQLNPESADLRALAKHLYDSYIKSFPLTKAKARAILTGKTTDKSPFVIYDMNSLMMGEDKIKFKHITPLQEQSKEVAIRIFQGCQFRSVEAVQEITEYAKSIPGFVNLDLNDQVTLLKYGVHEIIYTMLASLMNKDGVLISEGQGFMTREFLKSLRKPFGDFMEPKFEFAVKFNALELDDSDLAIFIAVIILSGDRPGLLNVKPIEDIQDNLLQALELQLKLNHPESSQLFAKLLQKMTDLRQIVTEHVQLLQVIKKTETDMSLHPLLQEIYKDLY
# ROMK mod = modulators of human ROMK potassium channel. P48048. Tet-inducible ROMK, thallium flux fluorescence; actives lie on both sides. B-score at 10 µM. 130,000 compounds, 2% hits. AID 1918;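 active = signal ratio slope over the read window, or its plate-corrected B-score, at least 3 SD from the plate mean, either direction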;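 also: B-score of the F/F0 ratio slope over 7 to 12 s after thallium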
# PMI act hi M6P = increases human PMI activity with near-saturating mannose 6-phosphate | 190,000 compounds, 0.34% hits | AID 1216 | coupled PMI enzyme assay, resazurin fluorescence, 20 min; active compounds read high; 1 = untreated enzyme, 0 = substrate-free blank | activation factor at 20 µM | P34949;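 active = activation factor of 2 or more at 20 µM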
# Target sequence (P34949 whole entry, looked up): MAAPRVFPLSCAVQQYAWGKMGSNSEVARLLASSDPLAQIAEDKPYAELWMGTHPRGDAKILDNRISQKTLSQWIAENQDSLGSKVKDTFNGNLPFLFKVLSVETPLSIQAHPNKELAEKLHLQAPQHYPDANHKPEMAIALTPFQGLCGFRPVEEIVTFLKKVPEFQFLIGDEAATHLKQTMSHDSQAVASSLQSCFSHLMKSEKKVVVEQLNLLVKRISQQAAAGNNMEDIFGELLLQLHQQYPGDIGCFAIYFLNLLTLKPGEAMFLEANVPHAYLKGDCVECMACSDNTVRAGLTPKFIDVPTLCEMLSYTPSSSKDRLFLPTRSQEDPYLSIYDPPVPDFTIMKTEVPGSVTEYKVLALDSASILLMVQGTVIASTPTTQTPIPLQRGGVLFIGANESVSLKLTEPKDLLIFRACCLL
#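 Test system: human phosphomannose isomerase with PGI, G6PDH, diaphorase coupling enzymes; Amount: PMI at 15 ng/mL final; Reagent: Mannose-6-phosphate 1.0 mM (near-saturating) plus 0.22 mM NADP+; Timing: 20 min, room temperature; Technique: resorufin fluorescence at Ex 544/Em 590 nm; Dosing: 20 µM single dose.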
# S1P3 antag = antagonists of human S1P3 receptor; Q99500; CHO S1P3 NFAT-BLA reporter, FRET fluorescence, antagonist mode; inhibition, % at 4.98 µM; 170,000 compounds, 0.27% hits;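 active = inhibition above the plate cutoff, the mean inhibition of test wells on that plate plus 3 SD, cut at about 28% in these data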;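 also: cells challenged with S1P at its EC80 of 0.8 µM; blue over green emission ratio from cleaved BLA substrate after 4 h stimulation; 0% = S1P-stimulated wells and 100% = unstimulated DMSO-only wells; some compounds past the cut are filed as inactive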
# Diaphorase inh = diaphorase inhibition or chemical oxidation counter-screen; diaphorase resazurin-to-resorufin fluorescence, NADH, 16 min; bacterial (C. kluyveri) enzyme, not human; inhibition, % at 20 µM; 190,000 compounds, 0.69% hits; AID 1217;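 active = primary screen inhibition at 20 µM above a set limit, cut at about 50% in these data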;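 also: plate controls were DMSO with full reaction for no effect and wells lacking NADH for full effect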
#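 controls = No-NADH positive control and DMSO neutral control | system = Clostridium kluyveri diaphorase enzyme | timing = reaction incubation of 16 min at room temperature | signal = resorufin fluorescence 544/590 nm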
# SRC2 TRFRET art = flags TR-FRET format artefacts in PPARgamma SRC-2 recruitment agonist screen; TR-FRET ratio at 8 µM; TR-FRET artefact counter-screen; active compounds read high; 200,000 compounds, 0.4% hits; in the data active = TR-FRET ratio above about 2000; also: inactives centre near 1500
# PPARg SRC-3 ag = agonists of human PPARgamma SRC-3 coactivator recruitment; activation, % at 8 µM; biochemical PPARgamma/SRC-3 coactivator recruitment assay; 200,000 compounds, 0.26% hits; in the data active = activation above about 23%;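 also: 0% = DMSO and 100% = reference agonist; some compounds past the cut are filed as inactive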
# PMI activator = increases human mannose-6-phosphate isomerase activity. activation factor at 20 µM. 190,000 compounds, 0.005% hits. AID 1214. purified human PMI, coupled resazurin fluorescence, 20 min; active compounds read high; 1 = vehicle control, 0 substrate-free wells;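 active = activation factor of 2 or more at 20 µM, relative to plate controls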
# G6PDH CS = counter-screen for G6PDH assay hits: L. mesenteroides G6PDH inhibition. Purified L. mesenteroides G6PDH, diaphorase/resazurin coupled fluorescence, 45 min. 200,000 compounds, 0.12% hits. inhibition, % at 5 µM; in the data active = inhibition above about 50%
# Diaphorase act = activates diaphorase or chemically reduces, flagging diaphorase assay artifacts; Diaphorase/resazurin coupled assay, resorufin fluorescence, 16 min; active compounds read high; 1 = vehicle wells, 0 = NADH-free wells; activation factor at 20 µM; 190,000 compounds, 0.005% hits; AID 1229;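 active = diaphorase activity raised at least twofold by the compound at 20 µM; inactive = activation factor below 2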
#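 Measured by – red resorufin fluorescence at 544/590 nm excitation/emission · Test system – Clostridium kluyveri diaphorase, purified enzyme · Incubation – reaction time 16 min, room temperature · Buffer or medium – 50 mM HEPES pH 7.4 with 4.542 mM MgCl2, 0.005% Tween 20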
# PPARg SRC1 recr = promotes SRC-1 coactivator recruitment by human PPARgamma; activation, % at 8 µM; PPARgamma-SRC-1 coactivator recruitment biochemical assay; 200,000 compounds, 0.41% hits; P37231; in the data active = activation above about 19%;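 also: 0% = DMSO and 100% = reference agonist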
# The depositor's hits bear a star; / = no result given.
SMILES,PPARg SRC-2 ag,ROMK mod,PMI act hi M6P,S1P3 antag,Diaphorase inh,SRC2 TRFRET art,PPARg SRC-3 ag,PMI activator,G6PDH CS,Diaphorase act,PPARg SRC1 recr
CCCCCCC1CC(CC(=O)Nc2ccc([N+](=O)[O-])cc2)C(=O)O1 (centres undefined),7,1.2,1,-7,13,1553,-5,0.9,-15,0.9,1
O=C(/C=C/c1ccccc1)C1=C(O)C(=O)N(CCO)C1c1ccccc1[N+](=O)[O-] (centres undefined),4,/,0.7,0,19,1653,5,1,36,0.8,5
COc1cc2c(C(=O)NCCCOC(C)C)cn(CC(C)C)c(=O)c2cc1OC,5,/,1,-21,15,1611,-2,1,1,0.8,-1
CC(=O)Oc1ccc(N2C(=O)CCC2=O)cc1,4,/,0.9,-6,9,1492,-2,0.8,7,0.9,-3
CCOc1ccc(CCNC(=O)CCN2C(=O)COc3ccccc32)cc1OCC,5,0.64,1.1,8,11,1459,0,1.2,5,0.9,4
COc1ccc(CN2CC34C=CC(O3)C(C(=O)O)C4C2=O)cc1 (centres undefined),-7,/,1,-7,11,1321,3,1.1,-2,0.9,-6
CCN(CC(=O)Nc1cccc(C#N)c1)CC(=O)Nc1cccc(OC)c1,-3,-0.45,1.1,-4,6,1596,0,1.1,8,0.9,-1
COc1ccc(C2=NOC(C(=O)N3CCCc4ccccc43)C2)cc1 (centres undefined),-7,/,0.9,9,17,1554,6,0.9,3,0.8,2
Cc1ccc(C(=O)NCC(=O)Nc2cccc(S(=O)(=O)NC3=NCCCCC3)c2)cc1C,2,-1.1,1,-7,12,1671,7,1,-4,0.9,5
Cc1ccc(C)c(N2CCN(C(=O)c3ccccc3Br)CC2)c1,-1,/,/,-9,/,1503,5,/,/,/,-2
O=C(c1ccco1)N1CCN(C(=O)N2c3ccccc3Sc3ccccc32)CC1,8,-3*,0.8,19,22,1507,5,0.8,1,0.8,0
COc1cc(NC(=O)c2cc3nc(-c4ccccc4)cc(-c4ccccc4)n3n2)cc(OC)c1OC,3,/,0.8,/,28,1363,-2,0.8,10,0.7,-2
O=C(NCc1ccc(F)cc1)c1cc2n(n1)C(C(F)(F)F)CC(C1CC1)N2 (centres undefined),1,/,1,-9,21,1521,9,1,4,0.8,5
CCCNC(=O)COc1ncnc2sccc12,15,1.9,1.1,-17,3,1566,7,1.1,10,1,9
COC(=O)CSc1nnc(Cc2ccccc2)n1-c1ccc(C)cc1,0,/,1,/,6,1507,17,1.1,2,0.9,1
O=C(COc1ccccc1C(=O)N/N=C\c1ccc(O)c(O)c1)N/N=C/c1ccc(O)c(O)c1,4,0.92,0.8,/,70*,1592,1,0.4,1,0.3,8
COc1ccc(-c2ccc(C#N)c(SCC(=O)OCc3ccccc3)n2)cc1OC,-1,/,0.8,/,17,2143*,5,0.9,0,0.8,-4
CCC(C)(C)n1nnnc1C(c1cccs1)N1CCN(c2nc3ccccc3s2)CC1 (centres undefined),3,/,0.9,15,22,1601,5,1,6,0.8,8
COc1cccc(CC(=O)Nc2nc(-c3cccnc3)cs2)c1,-3,0.28,1,5,10,1342,-1,0.9,-17,0.9,-5
CC(C)CC(c1nnnn1Cc1ccco1)N1CCN(C2CCCC2)CC1 (centres undefined),0,/,1,-30,21,1662,-1,1,2,0.8,-3
O=C1CCCC(=O)N1c1ccc(N2CCOCC2)c([N+](=O)[O-])c1,3,0.062,1,4,10,1612,-4,1.1,12,0.9,-8
O=C(OCc1cnc(Cl)s1)c1cccc(Cl)c1,0,/,0.9,/,2,1595,-8,0.9,8,1,0
Cc1ccccc1N(C(=O)c1cccs1)c1nc2ccccc2s1,9,1.6,0.9,/,17,1694,-1,0.9,0,0.8,0
CCOC(=O)Cn1c(=O)oc2cc(S(=O)(=O)Nc3cc(OCC)ccc3OCC)ccc21,-6,/,0.9,22,17,1483,3,1,5,0.8,4
Cc1cc(C)cc(C(=O)NCC(=O)OC(C)C(=O)N(C)c2ccccc2)c1 (centres undefined),-7,-0.51,1,-20,9,1591,0,1,5,0.9,3
COc1ccc(-c2ccc(C(=O)O)o2)c([N+](=O)[O-])c1,4,0.0063,0.3,-4,69*,1750,2,0.3,17,0.3,8
CCS(=O)(=O)n1nc(C(=O)N2CCOCC2)nc1N,11,/,0.9,/,11,1560,-2,0.9,1,0.9,0
CCN(CC)S(=O)(=O)c1cc(NC(=O)COC(=O)Cn2cnc3ccccc32)ccc1C,5,-0.0094,1,-8,21,1561,4,1,0,0.8,0
COc1cccc(NC(=S)N(CCc2nc3cc(C)c(C)cc3[nH]2)Cc2cccnc2)c1,1,/,1,/,8,1457,-4,1,4,0.9,-1
CC1Sc2n(c3ccccc3[n+]2C)N=C1c1ccccc1 (centres undefined),0,/,1,-12,6,1353,-1,0.9,-13,0.9,1
Nc1nc(Cl)cc(Oc2ccc(Cl)cc2)n1,2,0.15,1,2,1,1580,6,1,13,1,3
COc1ccccc1N(CC(=O)N(CC(C)C)CC(C)C)S(=O)(=O)c1cccs1,3,-4.1*,0.9,2,6,1642,7,1,7,0.9,5
COc1cccc(C(=O)O/N=C(\N)c2ccc([N+](=O)[O-])cc2)c1,2,/,1,/,-8,1627,7,1,4,1.1,-4
O=c1[nH]cnc2c1nc(SCc1ccccc1)n2C1OC(CO)C(O)C1O (centres undefined),0,/,0.9,4,18,1328,-9,0.9,-20,0.8,0
Cc1cccc(C)c1N=C1SC(CC(=O)Nc2c(C)cccc2C)C(=O)N1CCc1ccccn1 (centres undefined),16,-2.4,0.9,3,23,1527,5,0.9,-3,0.8,10
C=CCc1ccc(OCCOc2cccc3ccc(C)nc23)c(OC)c1,8,0.59,1,/,0,1749,11,0.9,11,1,6

# Random excerpt: four compounds from above.
SMILES,PPARg SRC-2 ag,ROMK mod,PMI act hi M6P,S1P3 antag,Diaphorase inh,SRC2 TRFRET art,PPARg SRC-3 ag,PMI activator,G6PDH CS,Diaphorase act,PPARg SRC1 recr
COc1cccc(C(=O)O/N=C(\N)c2ccc([N+](=O)[O-])cc2)c1,2,/,1,/,-8,1627,7,1,4,1.1,-4
COc1ccc(-c2ccc(C(=O)O)o2)c([N+](=O)[O-])c1,4,0.0063,0.3,-4,69*,1750,2,0.3,17,0.3,8
CCS(=O)(=O)n1nc(C(=O)N2CCOCC2)nc1N,11,/,0.9,/,11,1560,-2,0.9,1,0.9,0
CC1Sc2n(c3ccccc3[n+]2C)N=C1c1ccccc1 (centres undefined),0,/,1,-12,6,1353,-1,0.9,-13,0.9,1

# The listing continues:
SMILES,PPARg SRC-2 ag,ROMK mod,PMI act hi M6P,S1P3 antag,Diaphorase inh,SRC2 TRFRET art,PPARg SRC-3 ag,PMI activator,G6PDH CS,Diaphorase act,PPARg SRC1 recr
O=C(CN1C(=O)NC2(CCCCCCC2)C1=O)NCc1cccs1,-4,/,1,-16,5,1436,-2,0.9,-4,1,-9
CCC/C(=N/NC(=O)c1csc(C)c1C)c1ccc(Cl)s1,-2,0.22,1,/,12,1420,-6,1,1,0.9,-5
CN1CCN(C(=O)c2ccc3nc(-c4ccccc4)c(-c4ccccc4)nc3c2)CC1,-10,-0.51,1.1,-11,-24,1515,-2,1.1,8,1.2,0
CC(=O)OCC1(C)CN(c2ccccc2)N(C(C)=O)C1=O (centres undefined),10,-0.41,1.2,-12,23,1771,6,1.3,0,0.8,9
Cc1ccc(C(=O)c2coc3ccc(OCC(=O)O)cc23)cc1,5,/,0.9,0,9,1589,7,0.9,1,0.9,7
O=C/C(=C\Nc1ccc(C(=O)N2CCOCC2)cc1)c1nc2ccccc2o1,5,0.1,1,-26,-8,1554,0,1.3,-2,1.1,0
CCCCOc1cccc(C(=O)NC(=S)Nc2ccc(Cl)c(C(=O)O)c2)c1,4,0.076,1,-1,62*,1593,3,1,1,0.4,0
S=C(NC1CCCC1)NN1CCOCC1,-1,1.3,0.8,-9,7,1729,1,0.9,9,0.9,-2
CCOC(=O)Cc1csc(NC(=S)NC(=O)c2ccc([N+](=O)[O-])cc2)n1,5,-0.95,0.9,1,44,1627,2,0.9,18,0.6,6
O=C(CP(=O)(c1ccccc1)c1ccccc1)N1CCCCC1,-5,0.23,1,5,0,1359,-2,1,-3,1,-3
O=S(=O)(c1ccc(F)c(F)c1F)N1CCN(C(=S)NC2CC3CCC2C3)CC1 (centres undefined),1,0.19,1,1,3,1453,3,1.1,6,1,4
CC(=O)Nc1ccc(-n2c(C)c(C(C)=O)c(C(C)=O)c2C)cc1,5,/,1,1,15,1692,-1,1,3,0.8,0
CCCS(=O)(=O)c1c(S(=O)(=O)CCC)c2cnccn2c1C(=O)c1ccc(Cl)cc1,4,-2.1,1.1,/,-7,1345,4,1,0,1.1,0
COc1ccc(C2Nc3ccccc3C(=O)N2c2ccc(F)cc2)cc1CSc1ccccn1 (centres undefined),-2,/,1,-12,1,1481,1,0.9,-17,1,-4
CCC(C)NCCOc1ccc(Br)cc1 (centres undefined),1,-1,1,/,15,1620,5,0.9,2,0.8,2
COc1cc(/C=N/N=C(\N)c2nonc2N)cc(OC)c1OC,1,0.18,1,-10,1,1485,-1,1,4,1,6
CCSc1nc2cc(OC)c(OC)cc2c(=O)n1CCc1ccccc1,7,/,1.1,/,42,1524,1,1.1,10,0.6,1
Cc1noc(C)c1CSc1nc2sc(C)c(C)c2c(=O)n1-c1ccccc1,5,/,0.9,-3,14,1697,12,0.9,-54,0.9,8
COc1cccc(N(Cc2nnc3n2CCCCC3)C(=O)Nc2ccccc2F)c1,-2,0.94,1,-4,-2,1384,-2,1,0,1,-1
Cc1ccc(C(=O)N2CC(C)OC(C)C2)c(Cl)c1 (centres undefined),7,-0.48,1,/,8,1527,-1,0.9,16,0.9,4
COc1ccc(C(C(=O)NC(C)(C)C)N(C(=O)CNC(=O)c2cccs2)c2ccc(NC(C)=O)cc2)cc1OC (centres undefined),-6,1.1,1,-3,0,1410,-2,1,7,1,-4
Cc1ccnc(NC(=O)COc2c(C)cc(C)cc2[N+](=O)[O-])c1,2,0.65,1.1,-7,7,1500,-1,1,8,0.9,9
COc1cc(CNc2ncn[nH]2)ccc1OCc1cccc(C)c1,9,1.4,0.5,-13,26,1619,1,0.7,14,0.7,9
O=C(O)Cc1sc(-c2ccccc2)nc1-c1ccccc1,5,/,1,/,7,1799,16,1,-5,0.9,3
COc1ccc(-n2cnnc2SCC(=O)c2ccc(S(=O)(=O)N3CCOCC3)cc2)cc1,14,/,1.1,-22,-1,1647,5,1,12,1,6

# Individual results from above:
# Result for CCCS(=O)(=O)c1c(S(=O)(=O)CCC)c2cnccn2c1C(=O)c1ccc(Cl)cc1 under Diaphorase inh: -7
# Result for COc1ccc(C(C(=O)NC(C)(C)C)N(C(=O)CNC(=O)c2cccs2)c2ccc(NC(C)=O)cc2)cc1OC (centres undefined) under G6PDH CS: 7
